TCR CD3 inh: human TCR-CD3 binding inhibition | TAMRA-labeled TCR probe fluorescence, biochemical | inhibition, % at 9.4 µM | hit rate 0.37% among 360,000; in the data active means inhibition above about 19%;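 further: recombinant mutant TCR 2C K166C tagged with TAMRA read by polarization; 0% = receptor in buffer alone and 100% = receptor with positive control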
PRMT1 FP inh: blocks human protein arginine methyltransferase 1; recombinant PRMT1, activity-based probe fluorescence polarization; inhibition, % at 2.79 µM; AID 652257; hit rate 1.3% among 370,000; Q99873;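 active means inhibition above about 21% made by adding two undisclosed values, limit read from the data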
KLK7 zymogen act: activators of human kallikrein-7 zymogen. activation, % at 7 µM. P49862. purified proKLK7, EDANS-DABCYL substrate fluorescence; 100% is mature enzyme control, 0% vehicle. hit rate 0.9% among 370,000;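 active means activation above the mean of all tested compounds plus 3 SD, computed per campaign excluding outliers beyond control limits, cut at about 13% in these data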
Target sequence (P49862 whole entry, looked up): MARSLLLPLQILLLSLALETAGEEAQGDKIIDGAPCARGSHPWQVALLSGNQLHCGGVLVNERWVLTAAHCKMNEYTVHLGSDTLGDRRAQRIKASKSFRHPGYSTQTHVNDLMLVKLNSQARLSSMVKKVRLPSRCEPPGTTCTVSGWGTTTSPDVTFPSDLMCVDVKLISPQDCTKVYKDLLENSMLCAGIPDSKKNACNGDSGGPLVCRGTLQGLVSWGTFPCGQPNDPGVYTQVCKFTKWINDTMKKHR
TDP2 inh: TDP2 (human) inhibition, absorbance primary screen. recombinant TDP2, T5PNP hydrolysis, p-nitrophenol absorbance 415 nm. hit rate 0.34% among 370,000. inhibition, % at 12.8 µM;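 active means inhibition above the mean of all tested compounds plus 3 SD, set per campaign, cut at about 25% in these data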;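 further: 0% = DMSO with enzyme and 100% = buffer with substrate but no TDP2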
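System – recombinant human TDP2 · Quantity – TDP2 enzyme at 120 nM final · Doses – single concentration, 12.8 µM nominal, with 1% DMSO · Incubation – 2 h at 37 °C · Measured by – epi absorbance of p-nitrophenol freed from T5PNP by hydrolysis · Read-out – % inhibition relative to enzyme-containing and enzyme-free wells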
Tn6 DDE FP: disrupts Tn6 cyclic peptide binding to fibrin D-Dimer-E complex; P02675; Fibrin DD(E) TRITC-Tn6 fluorescence polarization displacement; inhibition, % at 8.3 µM; hit rate 0.21% among 370,000;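 active means inhibition above a per-campaign cutoff: mean of compounds within control limits plus 3 SD, cut at about 15% in these data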;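 further: 0% = median of all compound wells on the plate and 100% = blocking peptide control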
DDE Tn7 FP inh: DD(E)-Tn7 binding inhibition, primary FP screen. FP displacement of FITC-Tn7 peptide from fibrin DD(E); 0% = median of compound wells per plate. hit rate 0.13% among 370,000. AID 720508. inhibition, % at 8.3 µM;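 active means inhibition above the mean of compounds falling within the control limits plus 3 SD of them, cut at about 14% in these data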;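 further: 0% = plate median of compound wells and 100% = 10 µM Aha-Tn7 peptide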
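Assay system: human fibrin DD(E) protein / Input: 2 µM fibrin DD(E) / Benchmarks: high control of 10 µM Aha-Tn7 peptide / Measured by: fluorescence polarization of the labelled Tn7 tracer / Medium: Tris buffer with calcium and detergent, pH 7.8 / Timing: 10 min compound pre-incubation, 3 h probe incubation at room temperature / Repeats: one replicate per compound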
SIAE primary: human SIAE inhibition, primary screen. Q9HAT2. SIAE FP-Rh probe binding, fluorescence polarization. inhibition, % at 9.66 µM. hit rate 0.69% among 370,000;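 active means inhibition above a cutoff: mean of compounds within the control limits plus 3 SD of those, cut at about 17% in these data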;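 further: 0% = plate median of compound wells and 100% = probe without SIAE protein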
Target sequence (Q9HAT2 whole entry, looked up): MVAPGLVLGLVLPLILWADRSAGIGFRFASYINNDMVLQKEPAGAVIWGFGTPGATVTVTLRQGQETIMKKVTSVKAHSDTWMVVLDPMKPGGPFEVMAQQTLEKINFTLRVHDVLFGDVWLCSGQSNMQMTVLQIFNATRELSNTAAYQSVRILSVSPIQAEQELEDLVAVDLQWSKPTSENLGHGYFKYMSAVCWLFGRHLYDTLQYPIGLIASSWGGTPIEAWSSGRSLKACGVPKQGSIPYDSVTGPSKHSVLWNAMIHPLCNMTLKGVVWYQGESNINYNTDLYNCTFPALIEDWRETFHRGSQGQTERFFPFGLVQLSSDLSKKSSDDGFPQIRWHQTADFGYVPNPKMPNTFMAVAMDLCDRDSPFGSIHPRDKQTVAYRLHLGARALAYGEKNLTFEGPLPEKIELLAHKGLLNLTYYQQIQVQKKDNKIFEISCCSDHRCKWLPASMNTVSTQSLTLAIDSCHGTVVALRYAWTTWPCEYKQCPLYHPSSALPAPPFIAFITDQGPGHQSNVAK
LEDGF integ inh: blocks HIV-1 LEDGF/p75-dependent DNA integration | TR-FRET IN-LEDGF/p75 DNA integration, Eu/Cy5 | inhibition, % at 3.7 µM | hit rate 0.64% among 370,000;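 active means inhibition above the screen-wide mean plus 3 SD, cut at about 13% in these data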;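 further: signal is the Cy5 over europium emission ratio at 671 and 618 nm; 0% = plate median of compound wells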
MBD2 inh: inhibitors of human MBD2 binding to methylated oligonucleotide; Q9UBB5; TR-FRET; inhibition, % at 4.4 µM; hit rate 0.31% among 370,000; in the data active means inhibition above about 13%
UHRF1 MBD2 ctr: human UHRF1 methylated DNA binding inhibitors; Q96T88; UHRF1 binding to methylated oligo, TR-FRET; inhibition, % at 4.4 µM; hit rate 0.75% among 370,000; AID 687016; in the data active means inhibition above about 21%;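 further: UHRF1 SRA domain binding a hemimethylated CpG hairpin DNA probe; 0% = median of test compound wells and 100% = reference inhibitor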
* marks the source's active call; other numbers are inactive results. Rows were taken by chance; any-hit rate near 4.6%.

Preview:
For CCOc1cc(N2CCOCC2)c(OCC)cc1NC(=O)c1ccccc1 the results were TCR CD3 inh -4, PRMT1 FP inh -2, KLK7 zymogen act 0.3, TDP2 inh -3, Tn6 DDE FP -8, DDE Tn7 FP inh -6, SIAE primary -1, LEDGF integ inh 3, MBD2 inh -3 and UHRF1 MBD2 ctr 2.
`Fc1ccc(NC(=S)NCCc2ccccn2)cc1` gave TCR CD3 inh 6, PRMT1 FP inh 1, KLK7 zymogen act 0.4, TDP2 inh -4, Tn6 DDE FP 2, DDE Tn7 FP inh -6, SIAE primary -1, LEDGF integ inh 2, MBD2 inh 0 and UHRF1 MBD2 ctr -1.

This part in full, from the first entry:
For CCOc1cc(N2CCOCC2)c(OCC)cc1NC(=O)c1ccccc1 the results were TCR CD3 inh -4, PRMT1 FP inh -2, KLK7 zymogen act 0.3, TDP2 inh -3, Tn6 DDE FP -8, DDE Tn7 FP inh -6, SIAE primary -1, LEDGF integ inh 3, MBD2 inh -3 and UHRF1 MBD2 ctr 2.
`Fc1ccc(NC(=S)NCCc2ccccn2)cc1` gave TCR CD3 inh 6, PRMT1 FP inh 1, KLK7 zymogen act 0.4, TDP2 inh -4, Tn6 DDE FP 2, DDE Tn7 FP inh -6, SIAE primary -1, LEDGF integ inh 2, MBD2 inh 0 and UHRF1 MBD2 ctr -1.
Cc1onc(-c2ccccc2Cl)c1C(=O)Nc1ccc(Cl)cn1 was read as TCR CD3 inh 0, PRMT1 FP inh -4, KLK7 zymogen act -0.2, TDP2 inh -30, Tn6 DDE FP 1, DDE Tn7 FP inh -5, SIAE primary -4, LEDGF integ inh 5, MBD2 inh -1 and UHRF1 MBD2 ctr 2.
`O=c1c2c(ncn2C2CCCC2)n(Cc2ccccc2)c(=O)n1CCOc1ccccc1` gave TCR CD3 inh 0, PRMT1 FP inh -1, KLK7 zymogen act 0.8, TDP2 inh -6, Tn6 DDE FP -5, DDE Tn7 FP inh -3, SIAE primary 0, LEDGF integ inh -3, MBD2 inh 1 and UHRF1 MBD2 ctr 1.
`O=C(Cc1ccccc1)N/N=C/c1cccc([N+](=O)[O-])c1` gave TCR CD3 inh 7, PRMT1 FP inh -1, KLK7 zymogen act 0.2, TDP2 inh -5, Tn6 DDE FP 5, DDE Tn7 FP inh 8, SIAE primary 8, LEDGF integ inh 1, MBD2 inh -5 and UHRF1 MBD2 ctr -1.
`CC(=O)Nc1ccc(S(=O)(=O)NCC(=O)OCC(=O)NC(=O)C2CCCCC2)cc1` gave TCR CD3 inh -3, PRMT1 FP inh 3, KLK7 zymogen act 0.0, TDP2 inh -2, Tn6 DDE FP -8, DDE Tn7 FP inh 2, SIAE primary 0, LEDGF integ inh 0, MBD2 inh 6 and UHRF1 MBD2 ctr 5.
`COCCN(C(=O)CSc1nc2ccc(C)cc2[nH]1)c1c(N)n(Cc2ccccc2)c(=O)[nH]c1=O` gave TCR CD3 inh 6, PRMT1 FP inh -5, KLK7 zymogen act 0.3, TDP2 inh -5, Tn6 DDE FP -2, DDE Tn7 FP inh -2, SIAE primary 5, LEDGF integ inh -1, MBD2 inh -2 and UHRF1 MBD2 ctr 3.
COc1ccc(CNC(=O)c2cc(-n3cnnc3)ccc2Cl)cc1 was read as TCR CD3 inh 9, PRMT1 FP inh -5, KLK7 zymogen act 0.1, TDP2 inh 4, Tn6 DDE FP -3, DDE Tn7 FP inh -5, SIAE primary -2, LEDGF integ inh 2, MBD2 inh -3 and UHRF1 MBD2 ctr 6.
`CCOCCCNCC(=O)Nc1ccc(OC(F)(F)F)cc1` gave TCR CD3 inh 5, PRMT1 FP inh -1, KLK7 zymogen act -0.4, TDP2 inh -9, Tn6 DDE FP -1, DDE Tn7 FP inh -3, SIAE primary -3, LEDGF integ inh -2, MBD2 inh 3 and UHRF1 MBD2 ctr 0.
`CC(C)(C)N(NC(=O)OCc1ccccc1)C(=O)c1ccccc1` gave TCR CD3 inh -8, PRMT1 FP inh -2, KLK7 zymogen act -0.6, TDP2 inh -1, Tn6 DDE FP 1, DDE Tn7 FP inh -1, SIAE primary 15, LEDGF integ inh 2, MBD2 inh -5 and UHRF1 MBD2 ctr -1.
For COc1ccccc1C(=O)NC(=O)COC(=O)CCOc1ccc(C)cc1 the results were TCR CD3 inh -6, PRMT1 FP inh 5, KLK7 zymogen act 0.2, TDP2 inh -6, Tn6 DDE FP 5, DDE Tn7 FP inh -1, SIAE primary -5, LEDGF integ inh 3, MBD2 inh -4 and UHRF1 MBD2 ctr 2.
C[C@H]1[C@@H](OC(=O)NC2CCC2)CC[C@@]23CCCN2C(=O)CCC[C@@H]13 was read as PRMT1 FP inh -4, TDP2 inh 1, Tn6 DDE FP 2, DDE Tn7 FP inh 0, SIAE primary 9, LEDGF integ inh 2, MBD2 inh 1 and UHRF1 MBD2 ctr -1.
O=[N+]([O-])c1ccc(-c2csc(N/N=C/c3cccnc3)n2)cc1 was read as TCR CD3 inh 4, PRMT1 FP inh 2, KLK7 zymogen act -0.2, TDP2 inh 0, Tn6 DDE FP -3, DDE Tn7 FP inh 7, SIAE primary 1, LEDGF integ inh -1, MBD2 inh -4 and UHRF1 MBD2 ctr 11.
`O=C(NC1CC1)C1CCC(=O)N1C1CCCC1` (stereo not given) gave TCR CD3 inh 5, PRMT1 FP inh -1, KLK7 zymogen act 0.7, TDP2 inh 12, Tn6 DDE FP -3, DDE Tn7 FP inh -2, SIAE primary 2, LEDGF integ inh -4, MBD2 inh -3 and UHRF1 MBD2 ctr 0.
Screening CCC/C=C/c1ccc(CN2C(C(C)C)C(=O)N(Cc3cn(Cc4ccco4)nn3)CCS2(=O)=O)cc1 (stereo not given) returned TCR CD3 inh 1, PRMT1 FP inh 5, KLK7 zymogen act 0.2, TDP2 inh -5, Tn6 DDE FP -2, DDE Tn7 FP inh 8, SIAE primary -12, LEDGF integ inh 1, MBD2 inh 1 and UHRF1 MBD2 ctr 0.
Screening Cc1ccc(CSc2nnc(SCC(=O)N/N=C/c3ccc(C(=O)O)cc3)s2)cc1 returned TCR CD3 inh -2, PRMT1 FP inh 5, KLK7 zymogen act -0.3, TDP2 inh -6, Tn6 DDE FP 4, DDE Tn7 FP inh -3, SIAE primary -2, LEDGF integ inh -3, MBD2 inh -5 and UHRF1 MBD2 ctr 0.
`CS(=O)(=O)c1ccc(Cl)c(NC(=O)COC(=O)CCN2C(=O)C3CC=CCC3C2=O)c1` (stereo not given) gave TCR CD3 inh -2, PRMT1 FP inh -2, KLK7 zymogen act 0.2, TDP2 inh 15, Tn6 DDE FP -7, DDE Tn7 FP inh -5, SIAE primary 4, LEDGF integ inh 2, MBD2 inh 5 and UHRF1 MBD2 ctr 0.
For Cc1ccc2nc(N3CCC(C(=O)O)CC3)nc(-c3ccccc3)c2c1 the results were TCR CD3 inh -5, PRMT1 FP inh 1, KLK7 zymogen act 6.4, TDP2 inh -3, Tn6 DDE FP -3, DDE Tn7 FP inh -4, SIAE primary -3, LEDGF integ inh 1, MBD2 inh -2 and UHRF1 MBD2 ctr 1.
NNc1nc(-c2ccccc2)c2cc(Br)ccc2n1 was read as TCR CD3 inh -6, PRMT1 FP inh 3, KLK7 zymogen act -0.4, TDP2 inh -2, Tn6 DDE FP 2, DDE Tn7 FP inh 4, SIAE primary 2, LEDGF integ inh 10, MBD2 inh 1 and UHRF1 MBD2 ctr 2.
Screening CCOC(=O)C1(CC2CC2)CCN(Cc2ccc(OC)cc2F)CC1 returned TCR CD3 inh 7, PRMT1 FP inh -3, KLK7 zymogen act -0.1, TDP2 inh -17, Tn6 DDE FP 2, DDE Tn7 FP inh -1, SIAE primary -7, LEDGF integ inh 1, MBD2 inh 4 and UHRF1 MBD2 ctr 0.
`COC(=O)c1ccc(C(=O)OC)c(NC(=O)COC(=O)CCOc2ccc(C)cc2)c1` gave TCR CD3 inh 7, PRMT1 FP inh -4, KLK7 zymogen act -0.2, TDP2 inh 6, Tn6 DDE FP 7, DDE Tn7 FP inh -3, SIAE primary -1, LEDGF integ inh 2, MBD2 inh -4 and UHRF1 MBD2 ctr -5.
`COc1ccc(/C=N/NC(=O)CSCC(=O)Nc2ccccc2)cc1OC` gave TCR CD3 inh 4, PRMT1 FP inh 2, KLK7 zymogen act 0.9, TDP2 inh 16, Tn6 DDE FP -11, DDE Tn7 FP inh -2, SIAE primary 5, LEDGF integ inh -1, MBD2 inh -2 and UHRF1 MBD2 ctr -5.
`COc1cc(NC(=O)C(OC(=O)CNC(=O)c2ccccc2)c2ccccc2)cc(C(F)(F)F)c1` (stereo not given) gave PRMT1 FP inh -1, TDP2 inh 3, Tn6 DDE FP -2, DDE Tn7 FP inh 0, SIAE primary -20, LEDGF integ inh -2, MBD2 inh -4 and UHRF1 MBD2 ctr -1.
`CC(C)Oc1ccc(N2C(=O)c3ccccc3C2=O)cc1` gave TCR CD3 inh 2, PRMT1 FP inh -1, KLK7 zymogen act -0.4, TDP2 inh -19, Tn6 DDE FP -1, DDE Tn7 FP inh -10, SIAE primary 1, LEDGF integ inh -3, MBD2 inh -1 and UHRF1 MBD2 ctr 3.
`O=C(Nc1cccc(S(=O)(=O)NC2=NCCCCC2)c1)c1cc(-c2ccco2)nc2ccccc12` gave TCR CD3 inh 19, PRMT1 FP inh 18, KLK7 zymogen act -13, TDP2 inh -11, Tn6 DDE FP -17, DDE Tn7 FP inh 2, SIAE primary 7, LEDGF integ inh 12, MBD2 inh 12 and UHRF1 MBD2 ctr 11.
CCOc1ccc(S(=O)(=O)NCCC(=O)OCC(=O)c2ccc[nH]2)cc1 was read as TCR CD3 inh 0, PRMT1 FP inh 2, KLK7 zymogen act 0.0, TDP2 inh 11, Tn6 DDE FP 3, DDE Tn7 FP inh 4, SIAE primary -1, LEDGF integ inh -3, MBD2 inh 1 and UHRF1 MBD2 ctr -1.
`COC(=O)C1(Cc2cc(-c3ccccc3)no2)CCN(C(=O)OC(C)(C)C)CC1` gave TCR CD3 inh 3, PRMT1 FP inh 1, KLK7 zymogen act 0.8, TDP2 inh -8, Tn6 DDE FP 2, DDE Tn7 FP inh -5, SIAE primary 5, LEDGF integ inh 2, MBD2 inh 3 and UHRF1 MBD2 ctr 2.
COc1ccc(C(=O)Nn2c(CCC(=O)O)ccc2-c2ccc(C)cc2)cc1OC was read as TCR CD3 inh 1, PRMT1 FP inh -5, KLK7 zymogen act 0.3, TDP2 inh -4, Tn6 DDE FP -1, DDE Tn7 FP inh 2, SIAE primary 0, LEDGF integ inh 1, MBD2 inh -4 and UHRF1 MBD2 ctr 0.
Screening CCC(CC)C(=O)Nc1cccc(-c2ccc3nncn3n2)c1 returned TCR CD3 inh 1, PRMT1 FP inh 3, KLK7 zymogen act -0.6, TDP2 inh -4, Tn6 DDE FP -8, DDE Tn7 FP inh -3, SIAE primary 5, LEDGF integ inh -3, MBD2 inh -1 and UHRF1 MBD2 ctr -1.
Cn1c(=O)c2c(nc(CN3CCN(c4ccccc4)CC3)n2Cc2c(F)cccc2Cl)n(C)c1=O was read as TCR CD3 inh -1, PRMT1 FP inh 2, KLK7 zymogen act -0.1, TDP2 inh -1, Tn6 DDE FP 0, DDE Tn7 FP inh 4, SIAE primary 4, LEDGF integ inh -2, MBD2 inh -3 and UHRF1 MBD2 ctr 2.

Screening results: PubChem BioAssay, The Scripps Research Institute Molecular Screening Center
